DTT redox prof = compounds producing H2O2 with reducing agent – biochemical, NIH compound library profiling, artefact control for MLSCN library redox annotation, primary screen; AID 878; activation, % at 10 µM; actives 0.03% (n = 200,000); DTT-dependent redox cycling H2O2, phenol red/HRP absorbance; 100% = 100 µM peroxide control, 0% = buffer;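 active = activation of at least 50% relative to the plate's high and low controls in the primary single-dose screen; inactive = activation below 50%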;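 also: compound incubated with DTT at 0.8 mM final as the reducing agent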
bIAP inhibitor = blocks bovine intestinal alkaline phosphatase activity; purified bovine IAP, CDP-star luminescence, 30 min; inhibition, % at 20 µM; 190,000 tested, under 10 active; AID 1019;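 active = over 50% inhibition of intestinal alkaline phosphatase at 20 µM in the single-dose screen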
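test system = bovine IAP enzyme | medium = DEA buffer 100 mM, pH 9.8, with MgCl2 1.0 mM, ZnCl2 0.02 mM | detection = luminescence | dosing = single compound dose of 20 µM, 2% DMSO final | incubation = 30 min reaction at room temperature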
SRC2 TRFRET art = TR-FRET artefact, counter-screen to PPARgamma/SRC-2 agonist assay. stronger effect = higher value. TR-FRET ratio at 8 µM. actives 0.4% (n = 200,000). AID 1049; in the data active = TR-FRET ratio above about 2000; also: inactives centre near 1500
HMGR II inh = inhibitors of class II HMG-CoA reductase from Enterococcus faecalis | actives 0.41% (n = 190,000) | purified E. faecalis HMGR, NADPH absorbance 340 nm kinetic | AID 1066 | inhibition, % at 10 µM;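 active = inhibition above a set limit, the median over all tested compounds plus 3 SD, cut at about 9.5% in these data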;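 also: enzyme runs in reverse so mevalonate oxidation gives rising NADPH absorbance; 0% = complete reaction with DMSO and 100% = background rate lacking mevalonate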
Lmaj promast = Leishmania major promastigote growth inhibition; Leishmania major promastigotes, resazurin fluorescence viability; AID 1063; actives 9% (n = 200,000); inhibition, % at 10 µM; in the data active = inhibition above about 50%;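 also: promastigotes grown with compound for 44 hours at 28 °C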
PPARg SRC3 recr = promotes SRC-3 coactivator recruitment by human PPARgamma; biochemical PPARgamma/SRC-3 coactivator recruitment assay; P37231; actives 0.26% (n = 200,000); AID 731; activation, % at 8 µM; in the data active = activation above about 23%;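 also: 0% = DMSO and 100% = reference agonist; some compounds past the cut are filed as inactive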
Target sequence (P37231 whole entry, looked up): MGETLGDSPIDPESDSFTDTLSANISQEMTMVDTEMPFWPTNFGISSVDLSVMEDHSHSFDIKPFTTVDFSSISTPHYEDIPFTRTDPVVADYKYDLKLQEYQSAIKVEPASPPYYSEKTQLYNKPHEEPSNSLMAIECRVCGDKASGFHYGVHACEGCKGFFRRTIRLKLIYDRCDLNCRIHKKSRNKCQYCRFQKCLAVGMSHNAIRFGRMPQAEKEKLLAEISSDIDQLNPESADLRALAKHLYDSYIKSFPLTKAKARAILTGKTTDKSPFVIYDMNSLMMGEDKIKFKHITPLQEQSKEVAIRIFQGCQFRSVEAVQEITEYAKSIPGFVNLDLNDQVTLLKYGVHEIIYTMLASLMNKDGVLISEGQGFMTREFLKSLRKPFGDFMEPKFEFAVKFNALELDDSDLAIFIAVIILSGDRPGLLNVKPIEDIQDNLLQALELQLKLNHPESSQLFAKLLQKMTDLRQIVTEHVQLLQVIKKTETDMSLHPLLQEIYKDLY
RAM inhibit = yeast RAM network inhibition | actives 1.8% (n = 190,000) | AID 868 | inhibition, % at 50 µM | S. cerevisiae dse1pr::URA3 reporter, 5-FOA growth OD615, 2 d; analog-sensitive cbk1-as2 kinase mutant strain;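 active = inhibition above a set limit, 3 SD over mean compound inhibition, cut at about 8.4% in these data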;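 also: 0% = DMSO-only wells with no growth and 100% = 10 µM 1-NA-PP1 full growth; inhibition rescues growth on 5-FOA so higher OD means more RAM inhibition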
ROMK mod = modulators of human ROMK potassium channel; Tet-inducible ROMK, thallium flux fluorescence; actives lie on both sides; B-score at 10 µM; actives 2% (n = 130,000);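 active = signal ratio slope over the read window, or its plate-corrected B-score, at least 3 SD from the plate mean, either direction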;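 also: B-score of the F/F0 ratio slope over 7 to 12 s after thallium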
PPARg SRC2 recr = agonists of SRC-2 recruitment by human PPARgamma | AID 1032 | actives 0.34% (n = 200,000) | activation, % at 8 µM | PPARgamma LBD-SRC-2 recruitment, biochemical; in the data active = activation above about 22%;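 also: 0% = vehicle and 100% = reference agonist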
S1P3 antag = S1P3 (human) receptor antagonism; AID 485; actives 0.27% (n = 170,000); CHO S1P3 NFAT-BLA reporter, FRET fluorescence, antagonist mode; Q99500; inhibition, % at 4.98 µM;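 active = inhibition above the plate cutoff, the mean inhibition of test wells on that plate plus 3 SD, cut at about 28% in these data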;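 also: cells challenged with S1P at its EC80 of 0.8 µM; blue over green emission ratio from cleaved BLA substrate after 4 h stimulation; 0% = S1P-stimulated wells and 100% = unstimulated DMSO-only wells; some compounds past the cut are filed as inactive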
PPARg SRC1 recr = PPARgamma-driven SRC-1 recruitment agonism; PPARgamma-SRC-1 coactivator recruitment biochemical assay; AID 631; activation, % at 8 µM; P37231; actives 0.41% (n = 200,000); in the data active = activation above about 19%;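 also: 0% = DMSO and 100% = reference agonist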
The depositor's hits bear a star; / = not tested or not shown.

Screens by letter – A = DTT redox prof; B = bIAP inhibitor; C = SRC2 TRFRET art; D = HMGR II inh; E = Lmaj promast; F = PPARg SRC3 recr; G = RAM inhibit; H = ROMK mod; I = PPARg SRC2 recr; J = S1P3 antag; K = PPARg SRC1 recr
1	Cc1nc(N2CCCCC2)c2c(C)c(C(=O)Nc3ccccc3C(F)(F)F)sc2n1
  A = -0.1; B = -4; C = 1578; D = 1; E = 42; F = 1; G = 0.6; H = -1; I = -9; J = 2; K = 0
2	COC(=O)C1=C(C(=O)OC)C(c2ccccc2O)c2sc(=O)[nH]c2S1 (stereo not drawn)
  A = -0.2; B = /; C = 1404; D = 2; E = -2; F = 3; G = 0.8; H = /; I = -1; J = 7; K = 1
3	Cc1ccc(C(=O)OCC(=O)NCc2cccs2)cc1C
  A = -2.2; B = 4; C = 1341; D = -6; E = -4; F = 2; G = 5.3; H = 0.25; I = 2; J = -12; K = -1
4	CCOc1cc(C(=O)OCC(=O)c2c(C)[nH]c3ccccc23)ccc1OCC(=O)N1CCOCC1
  A = 0.2; B = 10; C = 1459; D = -3; E = 0; F = -3; G = 6.0; H = /; I = 2; J = -21; K = -8
5	Nc1nc(Sc2ccc(C(F)(F)F)cn2)n[nH]1
  A = -0.5; B = 34; C = 1658; D = -1; E = 1; F = 1; G = 1.5; H = 0.0088; I = 3; J = -9; K = -1
6	COc1ccccc1NS(=O)(=O)c1cc([N+](=O)[O-])ccc1N/N=C/c1sc(N2CCOCC2)nc1-c1ccccc1
  A = 1.6; B = 3; C = 1478; D = -7; E = 36; F = -4; G = 3.1; H = /; I = 3; J = -5; K = 5
7	O=C(O)C1CCCCC1C(=O)NCCc1ccccc1 (stereo not drawn)
  A = -0.6; B = 8; C = 1719; D = -1; E = -3; F = 6; G = 0.8; H = /; I = 6; J = 11; K = 3
8	O=C(CCc1nc2cccnc2n1Cc1ccccc1)NCCc1ccc(Cl)cc1
  A = 0.3; B = 1; C = 1585; D = 0; E = 6; F = 19; G = -0.9; H = /; I = 14; J = /; K = -2
9	O=C(C/C=N/OCc1ccc(Cl)cc1Cl)c1ccccc1
  A = 1.0; B = 19; C = 1486; D = -2; E = -1; F = -1; G = 1.5; H = /; I = -4; J = /; K = 0
10	CSc1cccc(NC(=S)N(Cc2ccc(C)cc2)Cc2cccnc2)c1
  A = -0.5; B = 39; C = 1454; D = -4; E = 4; F = 3; G = 4.2; H = 0.72; I = 5; J = 12; K = -2
11	Cc1onc(-c2ccccc2)c1C(=O)Nc1ccnn1C1CCCCC1
  A = 2.4; B = 9; C = 1458; D = -12; E = 0; F = -2; G = 2.8; H = 0.74; I = 1; J = -13; K = 0
12	CCc1nc(N2CCOCC2)c(C#N)c2c1CCCC2
  A = 0.4; B = 10; C = 1522; D = -9; E = 2; F = 6; G = -0.1; H = /; I = -5; J = /; K = -4
13	CC(=O)c1c(C)nc(-c2ccccc2)nc1NC(=O)Cc1ccccc1
  A = -0.3; B = -4; C = 1380; D = -1; E = 10; F = 3; G = 0.6; H = -1; I = 0; J = -2; K = -2
14	COc1cc(-n2c3nc4ccccc4nc3c3c(=O)n(Cc4ccco4)cnc32)cc(OC)c1OC
  A = 0.3; B = /; C = 1524; D = /; E = 2; F = 5; G = /; H = -0.2; I = -7; J = /; K = 0
15	CN1CCC(OC(=O)COc2ccc(F)cc2)CC1
  A = -0.9; B = 2; C = 1706; D = -7; E = -9; F = 0; G = 1.2; H = -0.27; I = -4; J = -6; K = 7
16	CN=Cc1cc(-c2ccccc2)sc1O
  A = 1.6; B = 7; C = 1569; D = -5; E = -1; F = 3; G = 3.5; H = -0.049; I = -2; J = -11; K = 8
17	O=C(NCc1cccnc1)c1csc2c1CCCC2
  A = 0.2; B = 5; C = 1419; D = -7; E = 52*; F = -4; G = 0.3; H = /; I = -11; J = -1; K = -4
18	Cc1ccc(-c2csc(NC(=O)C3CCN(S(=O)(=O)c4cccs4)CC3)n2)cc1
  A = -0.2; B = 2; C = 1557; D = -4; E = 76*; F = -5; G = 2.7; H = -0.77; I = -1; J = 2; K = -5
19	O=C(CNC(=O)c1ccc(Cl)cc1)NCC(F)(F)F
  A = /; B = 0; C = 1574; D = 3; E = 55*; F = 0; G = 0.4; H = 1; I = -4; J = -15; K = -4
20	CCOc1cc(/C=N/O)ccc1OCc1ccc([N+](=O)[O-])cc1
  A = -0.7; B = 6; C = 1657; D = 3; E = 58*; F = -3; G = 5.9; H = /; I = 1; J = -2; K = 5
21	CCCn1c(SCC(=O)Nc2nnc(-c3ccccc3)s2)nnc1-c1ccccn1
  A = 0.8; B = -4; C = 1519; D = -5; E = -9; F = -23; G = 2.1; H = 0.0059; I = 1; J = 5; K = -2
22	COc1ccc(/C=N/NC(C)(C)C)c(OC)c1
  A = 0.1; B = -28; C = 1481; D = -6; E = -6; F = -4; G = -1.4; H = 0.22; I = 1; J = -12; K = -1
23	Cn1cccc1/C=C1\SC(=O)N(c2ccc(O)cc2)C1=O
  A = 0.0; B = -31; C = 1486; D = -5; E = -10; F = -1; G = 4.8; H = -0.91; I = 1; J = 7; K = 6
24	COc1ccccc1CNC(=O)C1CCN(c2nc3ccccc3o2)CC1
  A = 0.2; B = 6; C = 1586; D = -3; E = 5; F = 5; G = 6.0; H = -1.1; I = 7; J = -3; K = 7
25	CC(C)N(Cc1ccccc1)C(=O)CCc1ccccc1
  A = -0.6; B = -34; C = 1641; D = 2; E = 6; F = 1; G = 1.1; H = /; I = 0; J = -24; K = 6

A second format for some results above.
| nr | SMILES | DTT redox prof | bIAP inhibitor | SRC2 TRFRET art | HMGR II inh | Lmaj promast | PPARg SRC3 recr | RAM inhibit | ROMK mod | PPARg SRC2 recr | S1P3 antag | PPARg SRC1 recr |
| --- | --- | --- | --- | --- | --- | --- | --- | --- | --- | --- | --- | --- |
| 16 | CN=Cc1cc(-c2ccccc2)sc1O | 1.6 | 7 | 1569 | -5 | -1 | 3 | 3.5 | -0.049 | -2 | -11 | 8 |
| 17 | O=C(NCc1cccnc1)c1csc2c1CCCC2 | 0.2 | 5 | 1419 | -7 | 52* | -4 | 0.3 | / | -11 | -1 | -4 |
| 18 | Cc1ccc(-c2csc(NC(=O)C3CCN(S(=O)(=O)c4cccs4)CC3)n2)cc1 | -0.2 | 2 | 1557 | -4 | 76* | -5 | 2.7 | -0.77 | -1 | 2 | -5 |
| 19 | O=C(CNC(=O)c1ccc(Cl)cc1)NCC(F)(F)F | / | 0 | 1574 | 3 | 55* | 0 | 0.4 | 1 | -4 | -15 | -4 |
| 20 | CCOc1cc(/C=N/O)ccc1OCc1ccc([N+](=O)[O-])cc1 | -0.7 | 6 | 1657 | 3 | 58* | -3 | 5.9 | / | 1 | -2 | 5 |
| 21 | CCCn1c(SCC(=O)Nc2nnc(-c3ccccc3)s2)nnc1-c1ccccn1 | 0.8 | -4 | 1519 | -5 | -9 | -23 | 2.1 | 0.0059 | 1 | 5 | -2 |
| 22 | COc1ccc(/C=N/NC(C)(C)C)c(OC)c1 | 0.1 | -28 | 1481 | -6 | -6 | -4 | -1.4 | 0.22 | 1 | -12 | -1 |
| 23 | Cn1cccc1/C=C1\SC(=O)N(c2ccc(O)cc2)C1=O | 0.0 | -31 | 1486 | -5 | -10 | -1 | 4.8 | -0.91 | 1 | 7 | 6 |
| 24 | COc1ccccc1CNC(=O)C1CCN(c2nc3ccccc3o2)CC1 | 0.2 | 6 | 1586 | -3 | 5 | 5 | 6.0 | -1.1 | 7 | -3 | 7 |

Rows are unselected; 13% or so of the library scored in one or more.
